# G6PDH CS – L. mesenteroides G6PDH inhibitors, counter-screen for G6PDH-coupled screening assays, biochemical, Leuconostoc mesenteroides enzyme | Purified L. mesenteroides G6PDH, diaphorase/resazurin coupled fluorescence, 45 min | AID 1020, 2008 | 200,000 compounds, 0.12% hits | inhibition, % at 5 µM | glucose-6-phosphate dehydrogenase [Leuconostoc mesenteroides]; in the data active = inhibition above about 50%
# PPARg SRC-1 ag – PPARgamma agonists recruiting SRC-1 coactivator, primary screen, biochemical | PPARgamma-SRC-1 coactivator recruitment biochemical assay | activation, % at 8 µM | 200,000 compounds, 0.41% hits | AID 631, 2007; in the data active = activation above about 19%;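 also: 0% = DMSO and 100% = reference agonist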
# PPARg SRC3 recr – PPARgamma agonists recruiting SRC-3 coactivator, primary screen, biochemical. Peroxisome proliferator-activated receptor gamma (Homo sapiens), P37231. activation, % at 8 µM. 200,000 compounds, 0.26% hits. biochemical PPARgamma/SRC-3 coactivator recruitment assay; in the data active = activation above about 23%;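 also: 0% = DMSO and 100% = reference agonist; some compounds past the cut are filed as inactive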
# Diaphorase act – compounds boosting diaphorase resazurin reduction – biochemical, uHTS, resorufin fluorescence, counter-screen for diaphorase-coupled primary assays, primary screen; Diaphorase/resazurin coupled assay, 16 min; stronger effect = higher value; 1 = vehicle wells, 0 = NADH-free wells; activation factor at 20 µM; 190,000 compounds, 0.005% hits; AID 1229, 2008;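 active = diaphorase activity raised at least twofold by the compound at 20 µM; inactive = activation factor below 2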
#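 Material: Purified diaphorase enzyme from Clostridium kluyveri | Buffer or medium: 50 mM HEPES pH 7.4 with 4.542 mM MgCl2, 0.005% Tween 20 | Times: 16 min enzyme reaction, ambient temperature | Signal: Red resorufin fluorescence at 544/590 nm excitation/emission | Measure: Increased resorufin signal from activators or reducing compounds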
# PMI act – activators of human PMI, primary screen, biochemical, fluorescence intensity, near-Km mannose 6-phosphate | Mannose-6-phosphate isomerase (Homo sapiens), P34949 | AID 1214, 2008 | purified human PMI, coupled resazurin fluorescence, 20 min; stronger effect = higher value; 1 = vehicle control, 0 substrate-free wells | activation factor at 20 µM | 190,000 compounds, 0.005% hits;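 active = activation factor of 2 or more at 20 µM, relative to plate controls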
# Target sequence (P34949 whole entry, looked up): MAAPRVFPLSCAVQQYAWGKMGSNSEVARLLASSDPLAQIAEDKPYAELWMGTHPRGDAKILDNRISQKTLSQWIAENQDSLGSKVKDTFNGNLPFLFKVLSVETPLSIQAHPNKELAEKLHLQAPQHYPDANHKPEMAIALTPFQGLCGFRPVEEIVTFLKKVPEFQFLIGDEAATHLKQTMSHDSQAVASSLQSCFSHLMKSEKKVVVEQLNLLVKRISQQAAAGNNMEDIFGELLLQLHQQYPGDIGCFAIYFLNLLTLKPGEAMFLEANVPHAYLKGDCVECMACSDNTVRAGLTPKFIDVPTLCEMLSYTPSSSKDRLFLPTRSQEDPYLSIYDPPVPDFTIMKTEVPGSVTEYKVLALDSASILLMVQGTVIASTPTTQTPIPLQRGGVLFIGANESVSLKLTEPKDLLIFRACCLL
# ROMK mod – ROMK potassium channel modulators, primary screen, cell-based, thallium flux, MLSMR library; B-score at 10 µM; 130,000 compounds, 2% hits; Tet-inducible ROMK, thallium flux fluorescence; actives lie on both sides;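 active = signal ratio slope over the read window, or its plate-corrected B-score, at least 3 SD from the plate mean, either direction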;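 also: B-score of the F/F0 ratio slope over 7 to 12 s after thallium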
# Target sequence (P48048 whole entry, looked up): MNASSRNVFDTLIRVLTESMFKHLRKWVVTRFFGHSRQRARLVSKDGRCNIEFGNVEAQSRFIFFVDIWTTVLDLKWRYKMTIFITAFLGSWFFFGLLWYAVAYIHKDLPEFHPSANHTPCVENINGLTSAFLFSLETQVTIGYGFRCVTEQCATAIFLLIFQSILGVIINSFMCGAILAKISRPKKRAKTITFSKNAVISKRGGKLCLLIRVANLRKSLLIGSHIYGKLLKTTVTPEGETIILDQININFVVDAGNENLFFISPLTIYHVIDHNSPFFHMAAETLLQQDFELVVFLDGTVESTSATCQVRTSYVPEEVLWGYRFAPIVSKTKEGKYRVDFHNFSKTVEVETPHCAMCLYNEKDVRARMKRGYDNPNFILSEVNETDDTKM
# S1P3 antag – S1P3 receptor antagonists, primary screen, cell-based; Sphingosine 1-phosphate receptor 3 (Homo sapiens), Q99500; CHO S1P3 NFAT-BLA reporter, FRET fluorescence, antagonist mode; inhibition, % at 4.98 µM; 170,000 compounds, 0.27% hits;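 active = inhibition above the plate cutoff, the mean inhibition of test wells on that plate plus 3 SD, cut at about 28% in these data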;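 also: cells challenged with S1P at its EC80 of 0.8 µM; blue over green emission ratio from cleaved BLA substrate after 4 h stimulation; 0% = S1P-stimulated wells and 100% = unstimulated DMSO-only wells; some compounds past the cut are filed as inactive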
# PPARg SRC2 recr – agonists of PPARg-SRC-2 recruitment, primary screen, biochemical, HTS | Peroxisome proliferator-activated receptor gamma (Homo sapiens), P37231 | PPARgamma LBD-SRC-2 recruitment | AID 1032, 2008 | 200,000 compounds, 0.34% hits | activation, % at 8 µM; in the data active = activation above about 22%;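 also: 0% = vehicle and 100% = reference agonist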
# PMI act satM6P – human PMI activators, high substrate, primary screen, biochemical, fluorescence intensity, near-saturating mannose 6-phosphate; Mannose-6-phosphate isomerase (Homo sapiens), P34949; coupled PMI enzyme assay, resazurin fluorescence, 20 min; stronger effect = higher value; 1 = untreated enzyme, 0 = substrate-free blank; activation factor at 20 µM; 190,000 compounds, 0.34% hits; AID 1216, 2008;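 active = activation factor of 2 or more at 20 µM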
#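 Technique: Diaphorase-driven resazurin-to-resorufin fluorescence, excitation 544, emission 590 nm | Assay system: Human PMI in coupled enzyme assay | Times: Enzyme reaction with compound 20 min at room temperature | Medium: HEPES-buffered pH 7.4 with magnesium and detergent | Reagent: Mannose-6-phosphate 1.0 mM (near-saturating) plus 0.22 mM NADP+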
# TR-FRET SRC-2 ct – TR-FRET signal artefacts, primary screen, artefact control for PPARgamma SRC-2 agonist project, biochemical; TR-FRET artefact counter-screen; stronger effect = higher value; TR-FRET ratio at 8 µM; 200,000 compounds, 0.4% hits; AID 1049, 2008; in the data active = TR-FRET ratio above about 2000; also: inactives centre near 1500
# Diaphorase inh – diaphorase inhibitors and chemical oxidizers, primary screen, counter-screen for diaphorase-coupled primary assays, biochemical, uHTS, resorufin fluorescence; inhibition, % at 20 µM; 190,000 compounds, 0.69% hits; diaphorase resazurin-to-resorufin fluorescence, NADH, 16 min; bacterial (C. kluyveri) enzyme, not human;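 active = primary screen inhibition at 20 µM above a set limit, cut at about 50% in these data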;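 also: plate controls were DMSO with full reaction for no effect and wells lacking NADH for full effect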
#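 Benchmarks: positive control wells lacking NADH, neutral wells with DMSO only. System: bacterial diaphorase enzyme (C. kluyveri). Input: 0.14 U/mL diaphorase, enzyme working solution. Detection: resorufin fluorescence, excitation 544 nm, emission 590 nm. Times: 16-min room-temperature incubation before reading.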
# Starred values were filed as active, the others as inactive; x = not tested or not shown.
SMILES,G6PDH CS,PPARg SRC-1 ag,PPARg SRC3 recr,Diaphorase act,PMI act,ROMK mod,S1P3 antag,PPARg SRC2 recr,PMI act satM6P,TR-FRET SRC-2 ct,Diaphorase inh
Cc1sc2nc(SCC(=O)NCCO)n(-c3ccccc3)c(=O)c2c1C,1,8,3,0.9,1,-0.32,-10,7,1,1447,15
O=C(O)c1ccc(/C=N/NC(=O)c2ccc(Br)cc2)cc1,1,3,-1,0.9,1,x,15,2,1,1662,7
O=C(Nc1ccccc1F)c1ccncc1,0,-7,-8,1,0.9,x,-15,6,0.9,1565,3
Cc1ccc(-n2c(=O)c3sccc3n(Cc3cc(=O)n4ccccc4n3)c2=O)cc1,22,5,-4,0.9,1,-0.24,-10,-7,1,1534,7
CC(O)COc1ccc(/C(=N/O)c2ccccc2)cc1 (stereo not given),-3,10,17,1,1.1,-0.13,-35,8,1.1,1637,5
COc1ccc(C(=O)COC(=O)CCn2nnc(-c3cccc(O)c3OC)n2)cc1,8,12,11,0.9,1,-0.41,-21,-4,1,1586,13
Cc1c(F)cccc1NC(=O)CCCCCC1NC(=O)NC1C (stereo not given),8,3,4,1.1,1.1,0.21,-2,-1,1.1,1642,-12
Cc1ccc(S(=O)(=O)NN2C(=O)c3ccccc3NC2c2ccccc2O)cc1 (stereo not given),9,8,1,0.8,0.8,0.12,-5,8,0.8,1622,17
CC1(C)Cc2c(C#N)c(SCC(=O)c3ccccc3)nc(N3CCOCC3)c2CO1,11,2,-9,0.8,1,-3.9*,5,60*,0.9,3056*,24
CN1C(=O)/C(=C/c2ccccc2OCc2cccc(F)c2)NC1=S,-24,-5,9,0.8,0.8,x,x,3,0.8,1434,23
CSC1=NCCN1C(=O)Cc1ccc(Cl)cc1,2,3,5,1,1.1,x,66*,-8,1.1,1551,4
COc1ccccc1-n1cnnc1SCC(=O)N1CCN(S(=O)(=O)c2ccccc2)CC1,5,4,-2,0.8,1.1,1.1,-21,1,1,1464,18
CCN1CCN(c2nc(Nc3ccccc3)nc(N)c2[N+](=O)[O-])CC1,8,-4,3,0.9,0.8,x,-8,-11,1,1275,8
CCCOc1ccc(-c2nc(C#N)c(NCC3CCCO3)o2)cc1 (stereo not given),-2,2,-2,0.9,0.9,-0.43,x,3,1,1566,15
O=S(=O)(NCc1ccc2c(c1)OCO2)c1ccc2c(c1)oc1ccccc12,-4,-1,-2,0.8,0.8,-0.66,-50,-7,0.9,1409,16
Cc1cccc(OCC(=O)Nc2ccc(N3CCN(C(=O)c4ccco4)CC3)cc2)c1C,6,-1,-1,1,0.9,0.26,-5,4,1,1606,2
CCCN1C(=O)c2ccc(C(=O)NC3=NCCS3)cc2C1=O,-20,-3,6,1,0.9,0.42,20,5,0.9,1420,2
CCN(CC)C(=O)CSc1nnc([C@H](Cc2c[nH]c3ccccc23)NC(=O)OC(C)(C)C)o1,12,11,-4,0.9,1,x,-1,2,1,1578,5
Cc1cc(C)cc(NC(=O)CCn2cnc3cc(C)c(C)cc32)c1,-3,4,3,0.9,1,0.0024,-9,5,1,1759,6
CC(c1ccccc1)n1cc(C(=O)NCC2CCCO2)nn1 (stereo not given),3,-2,8,1,1,0.49,x,2,1,1643,0
COc1cc2c(cc1NC(=O)COC(=O)C(CCSC)NC(=O)c1ccccc1Cl)oc1ccccc12 (stereo not given),0,-1,0,0.9,1,-0.038,0,-1,1,1434,12
Cc1ccc2oc(=S)n(C)c2c1,3,-4,-2,1,1.1,-0.027,-2,-3,1.1,1437,-4
N#CC1=C(N)Oc2ccc3ccc(O)cc3c2C1c1cccnc1 (stereo not given),4,2,8,0.8,1,x,x,5,0.9,1557,19
CCCCc1c(O)nc2sccn2c1=O,-1,-1,0,1.1,1.1,0.28,-11,-6,1.1,1533,-10
O=c1ccnc(SCc2ccccc2Cl)[nH]1,1,0,-3,0.9,0.9,x,-34,1,1,1501,13
Nc1ccc(C(O)(C(F)(F)F)C(F)(F)F)cc1,6,-2,1,0.9,1.1,-0.016,x,11,1.1,1521,6
Cc1ccc(C(=O)N2CCC(C)CC2)cc1C,7,4,6,0.9,1,x,x,3,1,1480,5
Cn1ccnc1SCC(=O)Nc1cccc(C(F)(F)F)c1,7,2,0,0.9,1,x,-35,-2,1.2,1395,6
O=C(C1CCCCN1S(=O)(=O)c1ccccc1[N+](=O)[O-])N1CCOCC1 (stereo not given),10,7,-1,0.9,1.1,0.65,-23,5,1,1739,6
CC1=C(C#N)C(c2ccccc2O)C(C#N)=C(C)N1,3,3,0,1.1,1.1,x,-9,-9,1,1536,-6
CCOC(=O)C(O)(CC(=O)c1ccc(OC)cc1)C(F)(F)F (stereo not given),6,-12,-5,1,1,-0.48,x,-6,1,1310,-2
Cc1nnc2c3cnn(-c4ccc(Cl)cc4)c3ncn12,4,x,x,0.9,1,x,x,x,1,x,14
CC(C)CNC(=O)Nc1ccccc1F,9,4,0,1,1.1,0.0053,-18,1,1.1,1357,2
COc1cccc(C(=O)N2CCN(C(=O)c3cccc4ccccc34)CC2)c1OC,6,7,14,0.8,1,x,-18,4,0.9,1528,18
Cc1nc2ccc(NC(=O)N3CCN(c4ccccn4)CC3)cc2s1,-2,0,-1,0.9,1,x,11,2,1,1614,6
CC1CCCCN1C(=O)Cc1ccc(F)cc1 (stereo not given),7,-4,-11,0.9,0.9,x,x,-4,1,1332,7

# Looked up by structure from above, seven records:
SMILES,G6PDH CS,PPARg SRC-1 ag,PPARg SRC3 recr,Diaphorase act,PMI act,ROMK mod,S1P3 antag,PPARg SRC2 recr,PMI act satM6P,TR-FRET SRC-2 ct,Diaphorase inh
COc1cccc(C(=O)N2CCN(C(=O)c3cccc4ccccc34)CC2)c1OC,6,7,14,0.8,1,x,-18,4,0.9,1528,18
CCOC(=O)C(O)(CC(=O)c1ccc(OC)cc1)C(F)(F)F (stereo not given),6,-12,-5,1,1,-0.48,x,-6,1,1310,-2
Cc1ccc(C(=O)N2CCC(C)CC2)cc1C,7,4,6,0.9,1,x,x,3,1,1480,5
CC1CCCCN1C(=O)Cc1ccc(F)cc1 (stereo not given),7,-4,-11,0.9,0.9,x,x,-4,1,1332,7
CC1=C(C#N)C(c2ccccc2O)C(C#N)=C(C)N1,3,3,0,1.1,1.1,x,-9,-9,1,1536,-6
CC(C)CNC(=O)Nc1ccccc1F,9,4,0,1,1.1,0.0053,-18,1,1.1,1357,2
O=c1ccnc(SCc2ccccc2Cl)[nH]1,1,0,-3,0.9,0.9,x,-34,1,1,1501,13

# (next part)
SMILES,G6PDH CS,PPARg SRC-1 ag,PPARg SRC3 recr,Diaphorase act,PMI act,ROMK mod,S1P3 antag,PPARg SRC2 recr,PMI act satM6P,TR-FRET SRC-2 ct,Diaphorase inh
COC(=O)c1[nH]c2ccc(Br)cc2c1NC(=O)C(C)N1CCN(C2CCCCC2)CC1 (stereo not given),0,12,4,0.9,0.9,x,-9,4,0.9,1475,10
Cc1cc(C)n(C(=O)CSc2nc3ccccc3o2)n1,16,-4,0,1,1.1,-0.061,x,-5,1.1,1382,4
O=C(c1cccn2c(=O)c3cc(Br)ccc3nc12)N1CCN(c2ccccn2)CC1,2,-5,-9,0.9,0.9,x,x,-5,1,1451,10
Cc1ccc(CNC(=O)CCS(=O)(=O)c2ccc(Cl)cc2)cc1,1,-5,-1,0.9,0.9,x,5,-7,0.9,1594,8
CCN1C(=O)CC(N2CCN(c3ccc(OC)cc3)CC2)C1=O (stereo not given),11,-2,-4,0.8,0.9,-0.046,x,-4,0.7,1330,15
Cc1cccc(NC(=O)c2cc(-c3ccc(C)s3)nc3ccccc23)n1,-3,13,3,0.8,0.9,-0.15,-7,7,0.8,2007*,25
CC1=CC(C)[C@H](/C=N/n2c(=O)[nH]c3c([nH]c4ccc(Br)cc43)c2=O)C(C)C1 (stereo not given in full),-5,-3,6,0.9,1,0.092,2,-1,0.9,1515,6
O=C(Nc1ccc(Cl)c(C(F)(F)F)c1)NC1CC2CCCC(C1)N2Cc1ccccc1 (stereo not given),4,0,-1,1,0.9,x,-4,-10,1,1423,1
Cc1cccc(OCc2nnc(SCC(=O)Nc3ccc(C)c(Cl)c3)o2)c1,8,0,-10,0.8,1,x,5,-5,1,1410,18
CCOC(=O)/C(N=Nc1ccc2c(c1)OCO2)=C(\C)O,-2,2,4,0.9,1,-0.11,-10,4,0.9,1613,14
Clc1cccc(-c2ccc(CNCCCN3CCOCC3)o2)c1,17,-4,2,1,1,-3.3,-5,-1,1,1565,-4
COc1cc(/C=N/NC(=S)NCCN2CCOCC2)cc(OC)c1OC,17,4,2,1.1,1,x,3,5,1,1565,-8
N#CC1=C(N)Oc2[nH]c(=S)[nH]c(=O)c2C12C(=O)Nc1ccccc12 (stereo not given),21,-3,3,0.7,1.2,-0.29,-8,8,0.5,1598,26

# Assay outcomes: PubChem, several laboratories
